HCMV inh: qHTS Assay for inhibitors of the human cytomegalovirus (HCMV); activity change, negative = inhibition, % at 57.5 µM; HFF cells, HCMV-luciferase reporter, 72 h; active compounds read low; AID 1259415, 2018; 4.5% of 410,000 active; in the data active = activity change below about -60%; inconclusive = no clear call, values can overlap the other calls; inactive = above about -39%
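Luciferase read-out from HCMV-luciferase-infected HFFs (MOI 1 PFU/cell) 72 h post infection at 37C; compounds added after 16 h cell attachment; activity normalized between buffer-only basal and Salinomycin (10uM) inhibitor controls.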
Tb PYK inh: qHTS of Trypanosoma Brucei Inhibitors | pyruvate kinase (Trypanosoma brucei), Q57TT1 | TbPYK enzyme, Kinase-Glo Plus ATP luminescence, 45 min | Potency, µM (doses to about 76.8 µM), for inactives: top-dose activity, negative = inhibition, usual class: inhibitors | 0.12% of 410,000 active | AID 624173, 2012; note: potency is the fitted concentration of half-maximal effect; nearly all actives have a fitted effect of over 50% in size
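TbPYK + substrate in 50 mM TEA pH 7.2, 100 mM KCl, 10 mM MgCl2, 0.05% BSA, 0.01% Tween-20; cpd pinned; ADP 130 uM final; 45 min RT; Kinase-Glo Plus 10 min; luminescence endpoint.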
AMA1 RON2 block: qHTS for Inhibitors of AMA1-RON; Towards Development of Antimalarial Drug Lead: Primary Screen; AlphaScreen AMA1-biotinylated RON2 peptide binding; Plasmodium falciparum AMA1 (3D7) - RON2 peptide interaction; Potency, µM (top dose mostly 58.2 µM), for the others: top-dose activity change, negative = inhibition, hits mostly inhibitors; 0.2% of 360,000 active;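 note: potency is the fitted concentration of half-maximal effect; 0% = vehicle wells and -100% = peptide control; nearly all actives have a fitted effect of over 45% in size; some results filed as inactive show a strong effect at the top dose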
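AMA1 (3D7) with his tag at 25 nM final met compounds first, then biotinylated RON2 peptide at 25 nM; detection used donor plus acceptor beads, 10 µg/mL apiece, read by AlphaScreen after 30 min at room temperature.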
LmPK inh: qHTS Assay for Inhibitors of Leishmania Mexicana Pyruvate Kinase (LmPK) | purified LmPK, Kinase-Glo ATP luminescence, 1 h | 0.37% of 290,000 active | Q27686 | Potency, µM (titrated, usually from 57.5 µM), without a hit: at the highest dose activity change, negative = inhibition, usual class: inhibitors; note: potency is the fitted concentration of half-maximal effect
Target sequence (Q27686 whole entry, looked up): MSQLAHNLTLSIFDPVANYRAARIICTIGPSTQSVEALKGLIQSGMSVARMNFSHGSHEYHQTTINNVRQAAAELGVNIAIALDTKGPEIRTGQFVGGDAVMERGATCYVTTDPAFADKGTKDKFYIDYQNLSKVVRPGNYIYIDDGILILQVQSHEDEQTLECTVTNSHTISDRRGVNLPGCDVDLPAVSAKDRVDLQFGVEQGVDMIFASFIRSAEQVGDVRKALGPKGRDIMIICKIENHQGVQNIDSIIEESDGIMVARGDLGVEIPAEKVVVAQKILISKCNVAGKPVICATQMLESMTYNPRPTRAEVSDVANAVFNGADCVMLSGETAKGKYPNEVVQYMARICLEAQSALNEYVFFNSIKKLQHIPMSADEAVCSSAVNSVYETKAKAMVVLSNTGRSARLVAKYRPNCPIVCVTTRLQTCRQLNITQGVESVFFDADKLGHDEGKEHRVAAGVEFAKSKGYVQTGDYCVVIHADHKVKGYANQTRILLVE
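Purified LmPK (0.1 nM) converted ADP (0.1 mM) to ATP with PEP (0.5 mM) in imidazole buffer pH 7.2 with KCl and MgCl2, 1 h at room temperature. ATP was read by Kinase-Glo luminescence; data normalized to uninhibited and no-enzyme controls.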
AmpC detergent: qHTS Inhibitors of AmpC Beta-Lactamase (assay with detergent). AmpC hydrolysis of nitrocefin, absorbance 480 nm, 0.01% Triton. Potency, µM (doses to about 114 µM), without a hit: top-dose activity change, negative = inhibition, actives largely listed as inhibitors. 0.041% of 370,000 active;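 note: potency is the fitted concentration of half-maximal effect; 0% = no-compound wells and -100% = no-enzyme wells; nearly all actives have a fitted effect of over 25% in size; some results filed as inactive show a strong effect at the top dose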
Target sequence (P00811 whole entry, looked up): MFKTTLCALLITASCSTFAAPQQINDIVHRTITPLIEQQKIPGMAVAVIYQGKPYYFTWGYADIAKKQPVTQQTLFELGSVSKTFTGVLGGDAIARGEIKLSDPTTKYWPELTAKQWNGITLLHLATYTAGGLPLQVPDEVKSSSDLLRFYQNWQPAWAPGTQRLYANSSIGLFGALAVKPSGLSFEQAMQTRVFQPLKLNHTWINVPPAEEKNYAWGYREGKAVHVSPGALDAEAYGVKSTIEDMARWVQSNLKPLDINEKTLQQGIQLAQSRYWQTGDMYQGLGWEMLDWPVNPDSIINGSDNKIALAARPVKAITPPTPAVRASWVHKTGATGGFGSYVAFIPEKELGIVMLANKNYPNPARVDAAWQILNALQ
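AmpC (5.3 nM in the dispensed reagent) in 20 mM phosphate pH 7.0 with 0.01% (detergent screen) or 0.0001% Triton X-100 was preincubated with compounds for 15 min at room temperature. Nitrocefin was then added from an 800 uM solution, and hydrolysis was followed at 480 nm.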
AmpC no deterg: qHTS Inhibitors of AmpC Beta-Lactamase (assay without detergent). P00811. AmpC nitrocefin hydrolysis, absorbance 480 nm, 0.0001% Triton. Potency, µM (titrated, usually from 57.1 µM), inactives show at the highest dose activity change, negative = inhibition, usual class: inhibitors. 0.52% of 330,000 active;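 note: potency is the fitted concentration of half-maximal effect; plate controls were no compound for no effect and no enzyme for full effect; nearly all actives have a fitted effect of over 20% in size; some results filed as inactive show a strong effect at the top dose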
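20 mM phosphate pH 7.0 + 0.01% (detergent screen) or 0.0001% Triton X-100; 5.3 nM AmpC reagent; cpd preinc 15 min RT; nitrocefin (800 uM stock) to start; A480 q20 s × 4 min; Activity was normalised to no-enzyme and no-compound control wells.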
Sm TGR inh: qHTS Assay for the Inhibitors of Schistosoma Mansoni Peroxiredoxins | Schistosoma mansoni thioredoxin glutathione reductase (TGR), Q962Y6 | purified TGR, DTNB reduction, TNB absorbance 405 nm | 3% of 360,000 active | Potency, µM (doses to about 114 µM), without a hit: top-dose activity change, negative = inhibition, actives largely listed as inhibitors; note: potency is the fitted concentration of half-maximal effect; nearly all actives have a fitted effect of over 60% in size
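TGR 20 nM + NADPH 100 uM (dispensed conc.), cpd preinc 15 min RT; start with NADPH (500 uM addition) then DTNB (15 mM addition). Kinetic TNB absorbance, 405 nm filter. Four-parameter Hill fit across titration.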
* = called active by the depositor; & = joins results of further samples; [ ] = another dose, or the depositor's remark. Unless noted, calls come from the whole dose curve; as a rule, active = well fitted curve in the direction sought with a large enough effect; inconclusive = small, poorly fitted or top-dose-only effect, or another doubt; inactive = no such curve, though single readings can be large; an effect the other way counts as inactive or inconclusive. Unless noted, % is set by controls: 0 for no effect and ±100 for the full control effect. Compounds as they come; any-hit rate near 7.4%.

Screening CC1=Nc2ccccc2/C1=C/c1sc(=O)n(CC(=O)N2CCCC2)c1O returned HCMV inh 36, Tb PYK inh -6%, AMA1 RON2 block -2%, LmPK inh 5%, AmpC detergent 2%, AmpC no deterg 43% and Sm TGR inh -29%.
`Cc1ccc(NC(=O)c2cc(-c3ccco3)on2)cc1C` gave HCMV inh -1, Tb PYK inh 8%, AMA1 RON2 block -8%, LmPK inh 1%, AmpC detergent -14%, AmpC no deterg -35% and Sm TGR inh -32%.
For CC(Sc1ccc2ccccc2n1)C(=O)O (stereo not drawn) the results were HCMV inh -27&58, Tb PYK inh 1%, AMA1 RON2 block 13%, LmPK inh -8%&-5%, AmpC detergent 2%&-9%, AmpC no deterg -22%&-20% and Sm TGR inh 0%&7%.
Cc1ccc(/C=C/C(=O)NCc2ccco2)o1 was read as HCMV inh -20, LmPK inh 3%, AmpC detergent -8%, AmpC no deterg -30% and Sm TGR inh 13µM*.
Screening Cc1ccc(NC(=O)Nc2cccc(C)n2)cc1 returned HCMV inh 104&23, Tb PYK inh 0%&0%, AMA1 RON2 block 5%, LmPK inh 7%, AmpC detergent -19%&14%, AmpC no deterg -21% and Sm TGR inh 6%&-5%.
Screening Cc1ccc(CNC(=O)NCc2ccccc2)cc1 returned HCMV inh 8, Tb PYK inh 1%, AMA1 RON2 block -5%, LmPK inh 1%, AmpC detergent 4%, AmpC no deterg -19% and Sm TGR inh 2%.
Screening Cc1ccc(C(=O)COC(=O)CCN2C(=O)C3C4CC(C(Br)C4Br)C3C2=O)cc1 (stereo not drawn) returned HCMV inh -32, Tb PYK inh -2%, AMA1 RON2 block 23%, LmPK inh 0%, AmpC detergent 0%, AmpC no deterg 18% and Sm TGR inh 6%.
Screening O=C(CSc1nccc(-c2cccs2)n1)Nc1ccc(F)c(Cl)c1 returned HCMV inh 5, Tb PYK inh 1%, AMA1 RON2 block 1%, LmPK inh 2%, AmpC detergent -4%, AmpC no deterg -48% and Sm TGR inh -12%.
For O=C(CSc1n[nH]c(=O)[nH]c1=O)Nc1ccc(C(=O)O)cc1 the results were HCMV inh -35, Tb PYK inh -23%, AMA1 RON2 block -1%, LmPK inh 2%, AmpC detergent -4%, AmpC no deterg -17% and Sm TGR inh -9%.
`O=C1CC(c2cccc([N+](=O)[O-])c2)c2ccc3ccccc3c2N1` (stereo not drawn) gave HCMV inh -10, Tb PYK inh -10%, AMA1 RON2 block -7%, LmPK inh 0%, AmpC detergent -7%, AmpC no deterg -32% and Sm TGR inh 8%.
`COc1ccc(S(=O)(=O)N2CCC(N3CCN(c4ccccc4)CC3)CC2)cc1` gave LmPK inh -7%, AmpC detergent -1%, AmpC no deterg -14% and Sm TGR inh 8%.
`COc1ccccc1Oc1ccc2c(c1)C(=O)N(CC(=O)O)C2=O` gave Tb PYK inh 5%, AMA1 RON2 block 8%, LmPK inh 5%, AmpC detergent 3%, AmpC no deterg -16% and Sm TGR inh -6%.

For convenience, 3 of the compounds above:
`O=C1CC(c2cccc([N+](=O)[O-])c2)c2ccc3ccccc3c2N1` (stereo not drawn) gave HCMV inh -10, Tb PYK inh -10%, AMA1 RON2 block -7%, LmPK inh 0%, AmpC detergent -7%, AmpC no deterg -32% and Sm TGR inh 8%.
`COc1ccc(S(=O)(=O)N2CCC(N3CCN(c4ccccc4)CC3)CC2)cc1` gave LmPK inh -7%, AmpC detergent -1%, AmpC no deterg -14% and Sm TGR inh 8%.
`COc1ccccc1Oc1ccc2c(c1)C(=O)N(CC(=O)O)C2=O` gave Tb PYK inh 5%, AMA1 RON2 block 8%, LmPK inh 5%, AmpC detergent 3%, AmpC no deterg -16% and Sm TGR inh -6%.

(listing goes on)
COc1cccc2sc(N3CCN(C(=O)CCS(=O)(=O)c4ccc(F)cc4)CC3)nc12 was read as HCMV inh -88*, Tb PYK inh -2%, AmpC detergent 2% and Sm TGR inh 0%.
`Cc1ccc2c(c1)N=C(c1ccc(F)cc1)CO2` gave HCMV inh -5, Tb PYK inh -5%, AMA1 RON2 block -3%, LmPK inh inconclusive, AmpC detergent inconclusive, AmpC no deterg -38% and Sm TGR inh -13%.
For O=C(O)CSC(=S)N1CC2CC(C1)c1cccc(=O)n1C2 (stereo not drawn) the results were HCMV inh -34, Tb PYK inh -12%, AMA1 RON2 block 9%, LmPK inh 0%, AmpC detergent -14% and AmpC no deterg -10%.
`O=C(NCCc1ccccc1F)C(=O)Nc1nccs1` gave HCMV inh -2, Tb PYK inh 3%, AMA1 RON2 block 5%, LmPK inh 2%, AmpC detergent 4%, AmpC no deterg -20% and Sm TGR inh 2%.
`CCCCCCCCC/C(=N\O)c1ccccn1` gave HCMV inh -15, Tb PYK inh 3%, AMA1 RON2 block 70%[activator], LmPK inh 2%, AmpC detergent -4%, AmpC no deterg -11% and Sm TGR inh 0%.
For COC(=O)C1=NN(c2ccccc2)C2(S1)S/C(=C\c1ccccc1)C(=O)N2c1ccccc1 (stereo not drawn) the results were HCMV inh 9, Tb PYK inh -2%, AMA1 RON2 block -21%, LmPK inh -1%, AmpC detergent 2%, AmpC no deterg -23% and Sm TGR inh -3%.
`O=C(Cn1cc(C(=O)c2ccccc2)c(=O)c2cc3c(cc21)OCCO3)Nc1ccc(F)c(F)c1` gave HCMV inh -38, Tb PYK inh 1%, AmpC detergent -4% and Sm TGR inh 0%.
`COc1ccc(/C=N/NC(=O)c2ccco2)cc1COc1ccc(F)cc1` gave HCMV inh 44, Tb PYK inh 1%, AMA1 RON2 block -9%, LmPK inh -7%, AmpC detergent -3%, AmpC no deterg -49% and Sm TGR inh 1%.
Clc1ccc(-c2cc3nc(NCc4cccc(Cl)c4)ccn3n2)cc1 was read as HCMV inh 90, Tb PYK inh -4% and AMA1 RON2 block 9%.
`O=C(NCc1ccc(F)cc1)c1ccc(S(=O)(=O)Nc2cccc(C(F)(F)F)c2)cc1` gave HCMV inh -29, Tb PYK inh 3%, AMA1 RON2 block -9%, LmPK inh 2%, AmpC detergent inconclusive, AmpC no deterg -12% and Sm TGR inh -10%.
`CCSc1cc(C2C(C#N)=C(N)OC(C)=C2C(=O)OC)c(C)o1` (stereo not drawn) gave HCMV inh -3, Tb PYK inh -7%, AMA1 RON2 block -4%, LmPK inh 9%, AmpC detergent 1%, AmpC no deterg -7% and Sm TGR inh 25µM*.
Cc1onc(C(=O)N2CCN(c3ccccc3F)CC2)c1-c1ccccc1Cl was read as HCMV inh -12, Tb PYK inh -4%, AMA1 RON2 block -11%, LmPK inh -4%, AmpC detergent inconclusive, AmpC no deterg 65%[activator] and Sm TGR inh -10%.
Screening Cc1cc(NC(=O)c2cc(-c3ccc(OC(C)C)cc3)nc3ccccc23)no1 returned HCMV inh 5, Tb PYK inh -2%, AMA1 RON2 block -5%, LmPK inh 5%, AmpC detergent -1%, AmpC no deterg -16% and Sm TGR inh -8%.
COc1ccc(NC(=O)Nc2cnccn2)c(OC)c1 was read as HCMV inh -26, Tb PYK inh -7%, AMA1 RON2 block -15%, LmPK inh 0%, AmpC detergent 2%, AmpC no deterg -5% and Sm TGR inh -19%.
`O=C(NC1CCN(Cc2ccccc2)CC1)C1CCCN(c2nnc(-n3cccc3)s2)C1` (stereo not drawn) gave HCMV inh 40, Tb PYK inh 5%, AMA1 RON2 block 19%, LmPK inh -6%, AmpC detergent -18%, AmpC no deterg 143%[activator] and Sm TGR inh -11%.
CC(=O)N1c2ccc(Cl)cc2C2OCCC2C1c1ccco1 (stereo not drawn) was read as HCMV inh -66*, Tb PYK inh -2%, AMA1 RON2 block 5%, LmPK inh -3%, AmpC detergent -2%, AmpC no deterg 16% and Sm TGR inh -14%.
Screening COC(=O)c1cc(Cn2nc(C(=O)O)c3ccccc3c2=O)oc1C returned HCMV inh -21, Tb PYK inh -2%, AMA1 RON2 block -2%, LmPK inh 7%, AmpC detergent -8%, AmpC no deterg -15% and Sm TGR inh -3%.
`Cc1cc(C)cc(NC(=O)Cc2csc(C)n2)c1` gave HCMV inh 54, Tb PYK inh 3%, AmpC detergent 12% and Sm TGR inh 9%.
`C=CCNC(=O)Nc1ccc(OCC)cc1` gave HCMV inh 23, Tb PYK inh -7%, AMA1 RON2 block -1%, LmPK inh -4%, AmpC detergent -5%, AmpC no deterg -2% and Sm TGR inh 2%.
`O=c1c2ccc(Cl)cc2[nH]c(=S)n1Cc1cccnc1` gave HCMV inh -11, Tb PYK inh -10%, AMA1 RON2 block 3%, LmPK inh 0%, AmpC detergent -7%, AmpC no deterg -21% and Sm TGR inh -19%.
CC(C(=O)N1CCN(C=O)CC1)N1C(=O)c2ccccc2C1=O (stereo not drawn) was read as HCMV inh -21, Tb PYK inh -24%, AMA1 RON2 block -2%, LmPK inh -2%, AmpC detergent inconclusive, AmpC no deterg -40% and Sm TGR inh 6%.
For Cc1cc(=O)oc2cc(NC(=O)c3cc([N+](=O)[O-])ccc3N3CCOCC3)ccc12 the results were HCMV inh inconclusive, Tb PYK inh 2%, AMA1 RON2 block 8%, LmPK inh 1%, AmpC detergent 6%, AmpC no deterg -20% and Sm TGR inh 5%.
Cc1cccc(CCNS(=O)(=O)c2ccc3c(c2)CCN3C(=O)CCC(=O)O)c1 was read as Tb PYK inh 1%, AMA1 RON2 block -6%, LmPK inh 0%, AmpC detergent 1%, AmpC no deterg -30% and Sm TGR inh 4%.
`O=C(c1cc(-c2ccccc2Cl)nc2ccccc12)N1CCN(c2ccccn2)CC1` gave Tb PYK inh -1%, AMA1 RON2 block -1% and AmpC no deterg -15%.
Screening COc1cc(/C=N/Nc2nc3ccccc3s2)cc([N+](=O)[O-])c1O returned HCMV inh 7, Tb PYK inh -7%, AMA1 RON2 block -18%, LmPK inh -7%, AmpC detergent 2%, AmpC no deterg -40% and Sm TGR inh -4%.

Assay outcomes deposited in PubChem by National Center for Advancing Translational Sciences (NCATS).
